# Assay outcomes deposited in PubChem BioAssay by several laboratories.
# GC-A act: GC-A stimulated cGMP production enhancers – HEK293 GC-A cells, cGMP TR-FRET, EC30 ANP, primary screen; Atrial natriuretic peptide receptor 1 (Homo sapiens), P16066; 0% at EC30 ANP, 100% saturating ANP; activation, % at 10 µM; 0.14% of 370,000 active; AID 1671463, 2021; in the data active = activation above about 40%
# Target sequence (P16066 whole entry, looked up): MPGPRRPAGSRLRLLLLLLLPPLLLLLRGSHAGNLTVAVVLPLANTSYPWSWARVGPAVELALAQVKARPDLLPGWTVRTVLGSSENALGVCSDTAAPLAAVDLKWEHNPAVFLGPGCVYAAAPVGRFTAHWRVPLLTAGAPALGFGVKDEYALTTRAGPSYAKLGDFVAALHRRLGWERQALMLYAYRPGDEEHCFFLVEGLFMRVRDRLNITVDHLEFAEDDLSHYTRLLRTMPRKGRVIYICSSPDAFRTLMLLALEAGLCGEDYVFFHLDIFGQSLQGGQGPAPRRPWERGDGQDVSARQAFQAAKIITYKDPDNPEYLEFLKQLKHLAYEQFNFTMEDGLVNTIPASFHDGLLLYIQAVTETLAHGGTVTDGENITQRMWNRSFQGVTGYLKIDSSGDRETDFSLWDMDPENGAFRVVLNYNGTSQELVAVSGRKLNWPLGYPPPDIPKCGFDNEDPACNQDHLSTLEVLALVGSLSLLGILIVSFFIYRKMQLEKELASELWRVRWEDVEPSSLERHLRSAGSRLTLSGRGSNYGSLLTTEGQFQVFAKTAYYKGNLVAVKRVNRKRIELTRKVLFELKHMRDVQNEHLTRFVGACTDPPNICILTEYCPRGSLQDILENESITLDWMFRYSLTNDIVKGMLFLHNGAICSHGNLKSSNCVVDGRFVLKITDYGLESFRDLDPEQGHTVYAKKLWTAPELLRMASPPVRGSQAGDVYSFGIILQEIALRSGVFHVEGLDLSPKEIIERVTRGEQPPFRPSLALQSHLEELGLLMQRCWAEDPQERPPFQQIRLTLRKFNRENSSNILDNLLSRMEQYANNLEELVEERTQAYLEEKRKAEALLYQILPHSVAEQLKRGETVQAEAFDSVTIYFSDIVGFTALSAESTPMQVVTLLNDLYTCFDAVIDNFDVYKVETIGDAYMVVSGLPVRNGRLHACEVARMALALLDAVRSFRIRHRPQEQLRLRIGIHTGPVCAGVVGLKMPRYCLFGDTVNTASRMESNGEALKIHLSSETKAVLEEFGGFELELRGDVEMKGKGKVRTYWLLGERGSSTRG
# hgDAF12 agonist: H. glycines DAF-12 receptor agonists, primary screen, cell-based, luminescence, HEK293, GAL4 fusion, UAS-luciferase. Nuclear hormone receptor DAF-12 (Heterodera glycines), GAL4 fusion. HEK293 GAL4-hgDAF12 UAS-luciferase reporter, agonist luminescence; normalized to butyrate control. activation, % at 6.8 µM. 1.8% of 370,000 active. AID 687014, 2013;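 active = activation above a cutoff set at the mean of all screened compounds plus 3 SD, cut at about 10% in these data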;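 note: 0% = DMSO wells and 100% = sodium butyrate wells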
# DAX1 inh-1: DAX1 (NR0B1) inhibitors, primary screen, cell-based, HEK293, Gal4-DAX1, luciferase luminescence. 0.99% of 340,000 active. inhibition, % at 6.75 µM. AID 504766, 2011. HEK293 Gal4-DAX1 luciferase reporter. Nuclear receptor subfamily 0 group B member 1 (Homo sapiens), P51843;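 active = inhibition above the mean over all tested compounds plus 3 SD, cut at about 4.2% in these data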;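 note: 0% = DAX1-transfected cells with DMSO and 100% = empty-vector control cells with DMSO; inhibition shows as a rise in luminescence from relieved DAX1 repression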
# sPLA2-III inh: human group III sPLA2 inhibitors, primary screen, biochemical, QFRET, BODIPY PC-A2 liposome substrate; inhibition, % at 12.2 µM; Group 3 secretory phospholipase A2 (Homo sapiens), Q9NZ20; 0.56% of 370,000 active; QFRET BODIPY PC-A2 liposome hydrolysis, fluorescence;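 active = inhibition above mean plus 3 SD of compounds lying within the high and low control bounds, cut at about 19% in these data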;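 note: 0% = median of test compound wells and 100% = no enzyme DMSO wells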
# ssDAF12 agonist: S. stercoralis DAF-12 nuclear receptor activators, primary screen, cell-based, luminescence, HEK293, GRIP1 co-expression, lit1-tk-luc; HEK293 ssDAF-12/GRIP1 lit1-tk-luc reporter; % of 3 µM dafachronic acid response; activation, % at 6.8 µM; 1% of 370,000 active; AID 652126, 2013;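 active = activation above the mean over all tested compounds plus 3 SD, cut at about 0.9% in these data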;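 note: 0% = DMSO-only wells and 100% = 3 µM delta7-dafachronic acid wells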
# hcDAF-12 act: H. contortus DAF-12 nuclear receptor activators, primary screen, cell-based, luminescence, HEK293, lit1-tk-luc reporter; AID 652067, 2013; HEK293 hcDAF-12 lit1-tk-luc reporter; 0% DMSO, 100% Δ7-dafachronic acid; activation, % at 6.8 µM; 1.4% of 370,000 active;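 active = activation above the mean of all tested compounds plus 3 SD, cut at about 5.5% in these data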;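 note: 100% = response to 3 µM Δ7-dafachronic acid high control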
# proKLK7 act: proKLK7 zymogen activators, primary screen, biochemical, fluorescence intensity; purified proKLK7, EDANS-DABCYL substrate fluorescence; 100% is mature enzyme control, 0% vehicle; 0.9% of 370,000 active; AID 652039, 2013; Kallikrein-7 (Homo sapiens), P49862; activation, % at 7 µM;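 active = activation above the mean of all tested compounds plus 3 SD, computed per campaign excluding outliers beyond control limits, cut at about 13% in these data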
# GC-B act: human GC-B receptor activators, primary screen, HEK293 GC-B cells, cGMP TR-FRET, EC30 CNP. AID 1920062, 2024. 0% at EC30 CNP, 100% saturating CNP. Atrial natriuretic peptide receptor 2 (Homo sapiens), P20594. 0.11% of 370,000 active. activation, % at 10 µM;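 active = activation at 10 µM reaching about 35% in either raw or pattern-adjusted values, limit read from the data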
# DAX1 inh-2: DAX1 (NR0B1) inhibitors on StAR promoter, primary screen, cell-based, luminescence, SF-1 (NR5A1), full-length DAX-1; HEK293T StAR-luciferase reporter, SF-1/DAX-1 repression relief; inhibition, % at 6.8 µM; AID 652010, 2013; 1.1% of 370,000 active;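 active = inhibition above the mean over all tested compounds plus 3 SD, cut at about 3.6% in these data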;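 note: 0% = DAX-1 cells with DMSO and 100% = cells lacking DAX-1 with DMSO; higher inhibition means more luminescence from relief of DAX-1 repression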
# SMARCA2 act: SMARCA2 (BRM) function activators, primary screen, cell-based, luminescence, high throughput; MG213 cells, MMTV-luciferase reporter, dexamethasone, overnight; activation, % at 9.1 µM; 1% of 370,000 active; AID 652017, 2013; in the data active = activation above about 7.8%;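 note: 0% = vehicle wells and 100% = reference activator wells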
# GAA850 FXN act: FXN promoter activators, primary screen, cell-based, luciferase luminescence, HEK293 lucGAA850 | HEK293 lucGAA850 FXN promoter luciferase reporter, 24 h; percent of 10 µM SAHA response | activation, % at 6 µM | 0.56% of 360,000 active | AID 540364, 2011;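 active = activation above the average of all compounds screened plus 3 SD, cutoff fixed separately per campaign, cut at about 7.5% in these data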;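 note: 0% = DMSO wells and 100% = 10 µM SAHA wells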
# * marks the source's active call; other numbers are inactive results; x = no result given.
Compound	GC-A act	hgDAF12 agonist	DAX1 inh-1	sPLA2-III inh	ssDAF12 agonist	hcDAF-12 act	proKLK7 act	GC-B act	DAX1 inh-2	SMARCA2 act	GAA850 FXN act
CN(C)C(CNC(=O)c1ccc(NC(=O)CC#N)cc1)c1ccccc1 (stereo not given)	1	-0.6	0.4	-29	-1.9	-0.3	-0.4	1	0.7	0	1.2
CC(C)NC(=O)C1(C)CCCCN1Cc1cccc(C(F)(F)F)c1 (stereo not given)	2	0.6	x	1	-0.8	0.5	0.7	9	0.2	-2	1.0
COc1cc(/C=C/C(=O)OCC(=O)Nc2ccc(S(=O)(=O)N3CCCC3)cc2)ccc1O	-6	0.1	-0.6	-29	-1.5	-1.3	-0.7	-3	-0.1	-1	1.9
COc1ccc(C(=O)Nc2nccs2)cc1[N+](=O)[O-]	-3	2.7	1.8	1	-0.9	0.1	0.2	-5	0.0	0	3.9
O=C(Cn1nnc2ccccc2c1=O)Nc1ccc2c(c1)CCC2	1	1.3	-0.6	-23	-0.7	2.5	0.2	2	-0.8	2	1.4
O=C1c2ccccc2C(c2nnnn2Cc2ccccc2)N1CCc1ccccc1F (stereo not given)	-1	11*	x	1	-0.3	5.1	-0.3	0	9.2*	5	x
COc1cc(N2CCCC2)ccc1[N+](=O)[O-]	3	-1.6	0.5	2	-1.0	-4.9	-0.1	-7	-0.3	1	1.4
Cc1ccccc1Cn1c(=N)n(CC(=O)c2ccc([N+](=O)[O-])cc2)c2ccccc21	-4	-4.2	-0.7	5	-0.9	2.9	0.4	2	0.1	4	0.3
CCN(CC)CC(=O)NC12CC3CC(CC(C3)C1)C2	3	3.5	0.1	4	-0.9	1.0	0.3	4	0.7	1	2.4
CCCCC(=O)N(C)c1c(CC)nc2c(OCCC)cccn12	-1	-2.8	x	12	-1.0	-0.1	0.3	2	0.7	-4	-0.4
O=C1CC(c2ccco2)CC(O)=C1C=NCC1NCCc2ccccc21 (stereo not given)	2	-0.4	1.0	-7	-1.0	0.9	-0.8	3	0.0	-4	0.6
CN(C)c1nc(C#N)nc(N(C)C)n1	5	-1.4	0.2	5	-0.2	-2.5	0.1	5	1.7	-1	1.8
Cc1cc(C)c2oc(-c3ccc(C)c(NC(=S)NC(=O)/C=C/c4ccco4)c3)nc2c1	-3	2.7	1.1	-5	0.3	3.9	-0.2	-9	0.3	2	6.5
Cc1cccc(NC(=O)c2cc(S(=O)(=O)N3CCOCC3)cn2C)c1C	3	0.4	0.5	6	-0.9	0.4	-0.2	0	-0.7	-1	-0.3
Cc1c(C(=O)N2CCN(C)CC2)oc2c1C(=O)CC(C)(C)C2	1	-1.9	-0.6	3	-1.6	-0.9	-0.1	0	0.6	5	0.3
CCc1ccc(NC(=O)C(=O)NNC(=O)c2cccs2)cc1	1	6.0	1.8	-5	-0.2	4.9	1.2	-5	0.2	2	3.0
Cn1cccc1/C=C1\SC(=S)N(NC(=O)c2ccc(F)cc2)C1=O	1	0.3	0.1	-13	-0.9	-0.6	-0.1	3	0.0	-3	1.4
CCCc1nc2c(sc3nc4c(cc32)COC(C)(C)C4)c(=O)n1CCN(CC)CC	7	-1.8	-0.3	1	-1.7	-1.8	0.8	4	0.3	0	-0.5
CC(C)=CCc1ccc(O)c(=O)cc1C(C)C	1	3.3	2.1	-26	-0.4	0.9	-0.9	7	0.4	-4	-0.4
C[C@H]1CN([C@@H](C)CO)C(=O)CCCn2cc(nn2)CO[C@@H]1CN(C)C(=O)Nc1ccccc1F	0	-0.1	1.6	2	-0.3	-1.3	0.1	3	-0.2	0	-2.2
Cn1nc(-c2ccccc2)c2cc([N+](=O)[O-])ccc21	13	1.9	0.6	-2	-1.3	-0.5	0.1	6	-0.2	-2	3.5
COc1ccc(/C=C2/CSC/C(=C/c3ccc(OC)c(OC)c3)C2=O)cc1OC	4	-14	-6.0	5	-1.7	-4.0	0.0	6	-6.0	1	-13
CCN(C(=O)COC(=O)C1CCN(S(=O)(=O)c2ccc(C)c(C)c2)CC1)C1CCCCC1	2	5.2	-0.3	-10	-1.2	-0.4	0.2	6	1.1	0	0.6
CCCn1c(SC(C)C(=O)NC2CCCC2)n[nH]c1=O (stereo not given)	3	2.6	0.6	3	-0.3	-1.4	-0.3	3	1.1	-1	-0.3
CCCCC(=O)N1C/C=C\C(c2ccc(OC)cc2)N(Cc2ccc(F)cc2)C(=O)C1 (stereo not given)	0	-1.6	-0.2	-2	-1.6	-1.0	0.2	-1	-0.7	-1	0.9
CCc1cccc(OCCOC(=O)CNS(=O)(=O)c2ccc(NC(C)=O)cc2)c1	-1	-0.9	0.5	-21	-1.0	-0.8	-0.4	6	-0.2	0	2.0
Cc1ccc(C(=O)N/C(=C\c2sccc2C)C(=O)NCc2ccco2)cc1	-2	-2.5	0.2	-10	-1.7	-0.4	0.5	2	-0.4	1	0.6
COc1cc(/C=C2/S/C(=N/S(=O)(=O)Cc3ccccc3)NC2=O)c([N+](=O)[O-])cc1OC	3	-2.4	1.1	-27	-1.4	-0.6	0.4	-2	-0.3	-1	0.6
COC(=O)C1=C(C)n2cnnc2NC1c1ccc(Cl)cc1 (stereo not given)	0	-2.0	0.8	-1	-2.1	-1.9	-0.2	-5	1.0	-1	-2.2
CCOc1ccccc1NC(=O)CCC(=O)Nc1ccccc1OCC	-2	-1.9	-0.2	-4	-0.7	-1.2	-0.1	-8	0.5	-4	1.1

# Carrying on.
Compound	GC-A act	hgDAF12 agonist	DAX1 inh-1	sPLA2-III inh	ssDAF12 agonist	hcDAF-12 act	proKLK7 act	GC-B act	DAX1 inh-2	SMARCA2 act	GAA850 FXN act
CCN(CC)S(=O)(=O)c1ccc(OC)c(NC(=S)Nc2cccc(C)c2C)c1	1	-3.0	-0.4	4	-0.9	1.8	-0.1	1	-0.2	1	2.6
O=C(O)C(NS(=O)(=O)c1ccccc1)C(O)c1ccccc1 (stereo not given)	-4	1.5	-0.2	-2	-1.2	1.0	0.1	2	-0.2	-2	1.6
CCc1ccc(-c2nnn(CC(=O)N(C3CCCC3)C3CCS(=O)(=O)C3)n2)cc1 (stereo not given)	1	1.4	0.0	14	-0.7	1.0	0.8	1	0.7	-3	-0.2
O=CN1CCC(=O)N(Cc2ccccc2)c2ccccc21	3	-0.4	3.0	1	-1.1	-0.9	0.3	3	0.5	4	2.3
CNS(=O)(=O)c1cccc(C(=O)NC2CCCc3ccccc32)c1 (stereo not given)	2	-0.8	1.6	0	-0.6	-0.1	0.3	1	-0.3	-2	-1.9
CC(NC(=O)c1ccc(N2CCCC2=O)cc1)c1ccccc1 (stereo not given)	2	-1.1	0.1	3	-1.6	-0.8	0.2	-2	0.6	4	-1.0
CC(C)c1ccc(NC(=O)COc2nnc(-c3cccs3)c(-c3cccs3)n2)cc1	1	0.3	-0.6	-2	-0.6	-1.1	-0.5	3	-1.0	0	-2.2
Cc1ccc(S(=O)(=O)N(Cc2ccc(C(F)(F)F)cc2)C(=O)N2CCN(C)CC2)cc1	0	-2.0	0.3	7	-1.7	-2.0	-0.1	3	-0.6	-2	-0.2
CCCNC(=O)N1CCC(c2nc3ccccc3s2)CC1	-1	-1.0	-0.4	-1	-1.2	-1.1	0.9	-1	-0.7	-4	0.5
Cc1ccsc1/C=N/NC(=O)C(O)c1ccccc1 (stereo not given)	3	0.2	1.3	-5	-1.7	1.6	0.0	5	-0.1	2	-1.6
Cc1ccc2c(CC(=O)NC3CCS(=O)(=O)C3)coc2c1C (stereo not given)	4	-1.3	1.7	-2	-0.8	-0.7	0.5	2	-0.2	2	-1.2
CCc1nc2c(C#N)c(-c3ccc(Cl)cc3)ccn2n1	10	1.1	-0.4	-1	-1.3	-1.9	-1.6	1	0.7	-1	2.5
Cc1nnc(NC(=O)CC(C)c2ccccc2)s1 (stereo not given)	-1	1.3	-1.2	5	-0.5	-0.5	-0.2	4	0.0	0	0.3
COc1cccc(C(=O)N2CCn3c2nc2ccccc23)c1	3	0.1	0.8	2	-1.8	2.7	-1.3	5	0.3	0	4.2
CCCS(=O)(=O)N1CCN(Cc2ccc3c(c2)c2ccccc2n3CC)CC1	-5	0.8	-1.5	-12	-2.2	-1.5	0.4	-2	-1.2	-4	0.8
C=CCN1c2ccccc2[C@]23C[C@@H](C(=O)OC)N=C2NC(C(=O)OC)=C(C(=O)OC)[C@H]13	-3	-2.8	1.1	3	-1.3	-1.4	0.4	-7	0.2	0	0.3
COC1=CC(=O)OC(c2ccccc2)C1 (stereo not given)	2	0.5	x	0	-0.8	0.8	0.9	-5	0.5	-2	x
CC(C)OC(=O)c1cc(NC(=S)Nc2ccc([N+](=O)[O-])cc2)cc(C(=O)OC(C)C)c1	3	2.4	0.3	-2	-1.4	-2.3	1.3	0	0.0	-3	-0.1
O=C(NC(=S)Nc1ccc(Cc2ccncc2)cc1)c1ccccc1	4	0.2	0.0	-2	-1.9	-2.5	-0.4	2	-0.5	-2	3.6
COc1ccccc1N(CC(=O)N1CCN(Cc2ccccc2)CC1)S(=O)(=O)c1ccccc1	3	2.2	0.8	-6	-1.6	-0.1	0.2	1	-0.9	0	-1.7
CCCC(C)(C)NC(=O)CCCCC(=O)NC(C)(C)CCC	2	1.2	-0.7	-3	-0.8	0.1	0.4	-1	1.3	0	-3.6
Cc1cccc(N(Cc2cc3ccccc3[nH]c2=O)C(=O)c2cccs2)c1	-7	-2.2	-1.4	-12	-1.6	0.1	0.6	-10	0.2	-1	-1.0
Oc1c(Cl)cc(CN2CCOCC2)c2cccnc12	1	-7.8	-2.7	11	-1.3	-0.5	-0.1	1	-1.8	-2	2.7
Cn1c(=O)c2cc(NC(=O)CCc3ccc(O)cc3)ccc2n1Cc1cccc(C(F)(F)F)c1	2	-7.3	x	-11	-1.9	-4.1	3.9	3	0.2	-4	-0.9
Cc1ccc(NC(=S)N2CCN(c3ccccc3F)CC2)c(C)c1	3	-1.9	-1.7	9	-1.5	-1.7	-0.1	-2	-0.4	-1	1.5
